Source: PubChem BioAssay (NCI)
NCI-60 one-dose screen, 48 h, at 10 µM unless noted. Numbers give growth in % (100 = growth as untreated, 0 = no growth, -100 = all killed).
SNB-19: SNB-19 CNS cancer cells; actives 2.5% (n = 81,000); AID 1794751
SF-539: SF-539 CNS cancer. actives 6.8% (n = 81,000). AID 1794752
NCI-H23: NCI-H23 lung cancer; actives 4% (n = 80,000); AID 1794731
A498: A498 renal cancer cells; AID 1794774; actives 5.4% (n = 76,000)
U251: U251 CNS tumor cells; actives 5.4% (n = 80,000); AID 1794753
SF-295: SF-295 CNS cancer cells. AID 1794758. actives 5.6% (n = 79,000)
SNB-75: SNB-75 CNS cancer; actives 5% (n = 79,000)
CAKI-1: CAKI-1 renal cancer. actives 4.7% (n = 75,000)
SF-268: SF-268 CNS cancer cells. actives 3.1% (n = 82,000). AID 1794759
* hit, by the source's call; / = not tested or not shown; & = joins results of further samples. How the source made its calls: active means growth percent below 10; inactive means the rest.

SMILES	SNB-19	SF-539	NCI-H23	A498	U251	SF-295	SNB-75	CAKI-1	SF-268
CC(=O)CCC(CCC(C)=O)(CCC(C)=O)[N+](=O)[O-]	102	99	/	89	/	98	87	96	101
Cc1ccc(CSCCC(=O)Nc2cc(C(=O)Nc3cc(C(=O)NCCCN(C)C)n(C)c3)n(C)c2)cc1	104	93	106	143	108	106	/	106	122
Cn1c(=O)[nH]c(Cl)c([N+](=O)[O-])c1=O	98	108	112	111	100	111	88	99	117
C=CC(C)(O)CC (stereo not given)	100	87	97	82	83	104	71	100	95
CC(=O)C1=C(C)NC(SCC(=O)Nc2ccc(S(N)(=O)=O)cc2)=NC1c1ccc(Cl)cc1 (stereo not given)	101	97	97	104	100	103	89	96	120
Nc1cccc(NC(=O)C(=O)Nc2cccc(N)c2)c1	/	111	105	90	96	98	94	78	101
FC(F)(F)c1cc(-c2nnc3n2N=C(Cl)CS3)cc(C(F)(F)F)c1	107	109	93	108	/	/	/	/	115
COc1ccc(NC(=O)C2=C(C)Nc3ncnn3C2c2ccc(F)cc2)cc1 (stereo not given)	111	109	103	106	99	110	91	97	108
COc1cc2cc(Oc3ccc(NC(=O)Nc4ccc(Cl)c(C(F)(F)F)c4)cc3)c(C)nc2cc1OC	24	-36*	3.5*	10	-80*	-71*	12	-8.9*	-10*
CC/C(=C/c1cc(OC)ccc1O)c1ccc2cc(OC)ccc2[o+]1	47	53	64	29	66	52	48	/	62
COC(=O)CC[C@@H]1O[C@@H](c2ccc(F)cc2)[C@@H](I)[C@H]1O	/	107	105	97	106	111	94	99	101
O=C1NC(O)C(O)N1 (stereo not given)	120	101	104	115	99	111	109	110	103
O=C(Nc1ccncc1)C(=O)c1cn(S(=O)(=O)c2cccc(Cl)c2)c2ccccc12	90	67	54	69	61	56	85	64	81
COc1ccc(SSc2ccc(OC)cc2)cc1	98	99	82	96	96	98	109	108	102
c1ccc(CCNc2ccnc3ccccc23)cc1	89	84	58	60	82	49	99	60	102
Cc1cccc(NC(=S)N(CCC#N)C2CCCCC2)c1	89	/	103	111	110	104	92	110	111
Cc1ccc(C(=O)NCCNc2nccc(-c3c(-c4cccc(F)c4)nc4sccn34)n2)cc1	70	90	70	33	62	62	-1.5*	40	60
C#CCC1(CCC2OCCO2)NS(=O)(=O)c2ccccc21 (stereo not given)	105	101	91	101	99	96	86	90	102
Clc1nc(Cl)c2ccccc2n1	100	100	97	62	112	100	46	69	84
COc1ccc([N+](=O)[O-])c(O)c1C(C)=O	101	115	104	108	106	111	103	113	108
CSc1nc(N)c2cn[nH]c2n1	113	101	98	/	112	99	/	93	115
CC1C(C)N(C(=O)CCCl)c2ccccc2N1C(=O)CCCl (stereo not given)	107	100	107	102	101	118	90	100	110
NC(=O)C1(NC2CCCCC2)CCN(Cc2ccccc2)CC1	103	106	118	/	98	112	94	/	110
O=C(O)c1cccc(NC(=O)c2ccc(-c3cccc([N+](=O)[O-])c3)o2)c1	97	89	90	95	97	100	82	94	100
COc1ccc(C(=O)/C=C/c2cc(-c3cc4ccccc4o3)n(-c3ccccc3)n2)cc1	94	97	101	110	104	93	104	87	109
CS(=O)(=O)c1ccc(-n2cc(/C=C/C(=O)c3ccc(NC(=O)CO[N+](=O)[O-])cc3)c(-c3ccccc3)n2)cc1	105	104	/	148	102	118	112	122	106
COc1ccc(/C(C)=N/NC(=O)CSc2nc3ccccc3c(=O)n2Cc2ccc(S(N)(=O)=O)cc2)cc1OC	94	94	102	/	104	103	91	93	90
Cc1ccc(S(=O)(=O)NCCC2CC2[C@@H](O)[C@H](O)c2ccccc2)cc1 (stereo not given in full)	105	106	109	92	107	98	88	92	92
O=C(CN1C(=O)/C(=C/c2ccccc2F)SC1=S)N1CCOCC1	91	82	89	129	92	108	106	85	99
CCN(CC)c1ccc(C2=NN(C(C)=O)C(c3cc(OC)c(OC)c(OC)c3)C2)cc1 (stereo not given)	40	2.4*	23	-22*	19	7.7*	18	21	19
Nc1cc(N)c2c(c1)C(=O)c1ccccc1-2	103	108	109	/	115	107	96	115	106
COc1cc(-c2nc(-c3ccccc3)[nH]c2-c2ccnc(NCCCNS(=O)(=O)c3ccccc3)n2)ccc1Cl	104	100	98	87	99	97	112	99	94
COc1ccc2c(c1)C=CC(C#N)N2C(=O)c1ccccc1 (stereo not given)	44	-21*	26	-5.2*	29	-2.0*	-15*	24	34
COc1ccc(C2=Nn3c(nnc3-n3nc(C)cc3C)SC2)cc1	46	1.5*	30	-8.9*	16	/	/	53	30
COc1ccc2c(c1)CCNC21C(=O)N(Cc2ccc(F)cc2)c2ccccc21 (stereo not given)	85	95	105	47	99	101	91	82	97
CCCNC(c1ccc(N(CC)CC)cc1)C(Cl)(Cl)Cl (stereo not given)	102	110	93	113	105	120	104	107	111
COc1ccc(NC(=S)Nc2nc3c(=O)[nH]nc(-c4ccccc4)c3s2)cc1	104	102	91	100	94	92	93	/	101
CC1CN(CCCN)C(C)CN1CCCN (stereo not given)	92	/	102	101	90	103	104	104	105
CN(Cc1cnc2nc(N)nc(N)c2n1)c1ccc(C(=O)NC(CCC(=O)O)C(=O)O)cc1Br (stereo not given)	45	6.9*	31	76	43	27	54	19	34
Cc1ccc(-c2ccccc2)cc1	91	96	94	81	98	93	102	95	106
CCOC(=O)/C(=C\CC/C(C)=C/CC/C(C)=C/CCc1ccoc1)CC(=O)O	104	92	109	70	92	98	111	90	105
COc1cccc(-c2nn(-c3ccccc3)cc2-c2ccnc(N3CCN(C(=O)Nc4ccc(Cl)c(C(F)(F)F)c4)CC3)c2)c1	83	76	67	137	77	69	63	66	78
CS(=O)(=O)c1ccc(-c2ccc3ncc(C#N)c(Nc4ccc(F)c(Cl)c4)c3c2)cn1	89	74	92	34	87	94	55	53	82
N#Cc1c(Nc2ccc(F)c(Cl)c2)n[nH]c1-c1cccs1	90	85	94	104	92	90	97	80	91
CCOC(=O)C(NC(=O)Cc1ccccc1)C(=O)OCC	106	99	104	84	104	99	94	104	99
CCOC(=O)Cn1c(-c2ccc(S(C)(=O)=O)cc2)nc2cc(Cl)ccc21	99	96	100	100	94	100	73	85	95
COc1cccc(-c2nn(-c3ccccc3)cc2-c2ccnc(NCCCNC(=O)Nc3ccc(F)cc3)c2)c1	6.0*	-30*	17	58	8.9*	-40*	0.3*	19	26
O=C1OC(=O)C2C3CC(C(Br)C3Br)C12 (stereo not given)	109	102	95	100	110	95	/	104	101
CC(C)N1CCN(c2ccc(OC[C@H]3CO[C@](Cn4cncn4)(c4ccc(Cl)cc4Cl)O3)cc2)CC1	98	79	/	77	74	89	90	79	102
CCOC(=O)c1nc(Oc2ccc(NC(=O)Nc3ccc(C)c(Cl)c3)cc2)c2ccccc2n1	101	99	98	89	111	102	87	78	92
NC(=O)c1c(Cl)cccc1Cl	105	101	119	118	105	104	110	101	116
N#C/C(=C\n1c(=S)[nH]c2ccccc21)c1nc2ccccc2s1	96	113	84	91	97	108	94	98	97
COc1ccccc1Nc1nc(-c2cccnc2)nc2sc3c(c12)CCCCCC3	105	91	98	96	105	91	77	103	110
Cc1ccc(C)n1-c1ccsc1C(=O)NNC(=O)C(Cl)(Cl)Cl	/	104	101	118	102	100	120	93	/
C/C=C/c1ccc(OCC)c(O)c1	105	100	104	107	96	107	94	99	95
Cc1nnc2c(Cc3ccccc3)nc3ccccc3n12	103	96	91	91	101	100	78	88	90
Nc1nc2ccc(Cl)cc2o1	98	97	107	101	104	96	93	76	96
COc1ccc(-c2nnc(SC/C(=N\O)c3ccc(Cl)cc3)o2)cc1	99	97	77	78	98	91	99	87	94
CCCCCC[C@H](C/C=C\CCCCCCCC(=O)OC)OC(C)=O	109&107	98&99	106&103	106&131	95&94	117	97&98	95&93	102&106
CCOC(=O)c1ccc(NC(=O)CCCN(CC)CC)cc1	111	103	95	118	98	103	106	/	104

The listing continues.
SMILES	SNB-19	SF-539	NCI-H23	A498	U251	SF-295	SNB-75	CAKI-1	SF-268
CNc1ccc(-c2nc3sccn3c2-c2ccnc(SC)n2)cc1	98	118	99	113	105	103	95	97	106
NCCCCCNc1cc(O)cc2cccnc12	110	101	103	112	103	118	/	107	115
COc1ccc2nc(NC(=O)/C(=C/c3ccc4c(c3)OCO4)c3ccc(OC)c(OC)c3)sc2c1	109	109	/	97	103	91	98	87	99
C=C1C(=O)O[C@H]2[C@H]1CC/C(CNC(=O)/C=C/c1cccc(OC)c1)=C\CC[C@@]1(C)O[C@@H]21	56	-70*	64	/	47	72	90	-72*	48
Nc1c(C(=O)Nc2ccccn2)sc2nc3c(cc12)C(=O)CCC3	28	15	46	2.0*	29	16	8.8*	/	53
COc1ccc(O)c(/C(=C/C(=O)O)c2nc(-c3ccccc3)c(-c3ccccc3)[nH]2)c1	82	90	81	119	86	80	60	/	85
O=C1C(=O)c2cccnc2-c2ncccc21	0.4*	-97*	-68*	-39*	-92*	2.6*	-13*	-29*	-94*
Cc1c(Cl)ccc2c1NC(=O)C21C2C(=O)N(c3ccccc3)C(=O)C2C2CN(C(=O)OCc3ccccc3)CCN21 (stereo not given)	63	67	78	64	56	64	40	/	60
COCCCNc1nc(NC(=O)c2ccc(F)cc2C)cc(-c2cccnc2)n1	90	/	107	85	88	104	92	99	104
CSc1nc(Cl)cc(-c2ccccc2)n1	107	110	101	95	106	/	127	/	117
COC1=C(c2ccccc2)C(=O)C(OC)=C(c2ccccc2)C1=O	101	102	100	90	92	100	56	/	106
COC(=O)[C@@H]1[C@H](O)[C@H](C)[C@H](O)[C@@](C)(O)/C=C\C=C(C)C(=O)Nc2c(C)c(OC(C)=O)c3c(c2O)C(=O)C(C)=C2OCOC(=C23)C(C)=C[C@@](C)(O)[C@H](O)[C@@H](C)[C@H]1OC(C)=O	112	100	101	120	104	98	82	100	113
CC(c1ccccc1C(=O)O)c1cc(F)cc2ccccc12 (stereo not given)	107	99	109	93	107	93	90	87	110
COc1ccc(C(=O)/C=C/c2c(F)cccc2Cl)cc1S(N)(=O)=O	20	-63*	-16*	74	-87*	13	30	16	24
COc1ccccc1-n1c(-c2sc(NC(C)=O)nc2C)n[nH]c1=S	103	103	101	/	/	83	86	81	95
O=C(Nc1ccc(Nc2ccncc2)cc1)c1ccc(Nc2ccnc3ccc([N+](=O)[O-])cc23)cc1	117	86	87	130	96	106	98	105	98
Cc1ccc2oc(=O)ccc2c1	104	105	115	110	110	124	95	121	100
CC(C)C(C(=O)Nc1ccc(O)cc1)N1C(=O)/C(=C/c2ccc(Br)cc2)SC1=S (stereo not given)	95	97	96	99	105	102	64	92	87
COc1ccc(-c2c(C(=O)NS(=O)(=O)C3CC3)n(Cc3cccc(C(F)(F)F)c3)c3ccccc23)cc1	96	101	84	60	83	78	83	67	92
Cc1c(Cl)cccc1C(=O)Nc1nc2c(s1)CN(C(=O)Nc1cccc(C(F)(F)F)c1)CC2	37	-27*	22	-10*	22	26	6.2*	16	35
Cc1nc(-c2ccccc2)ccc1-c1nnc(SCC(=O)O)o1	101	95	100	107	112	102	82	90	99
NC(=O)c1cc(Br)cc(C2CCCCC2)c1O	103	95	99	100	84	97	78	75	73
COc1ccc(N=Nc2c(N)nn3c(N)c(C#N)c(-c4ccc(Cl)cc4)nc23)cc1	82	90	84	121	95	47	110	72	91
Cn1cnc2ncnn2c1=S	110	109	102	111	100	110	109	103	104
COc1ccc(-c2cs/c(=N\N=C\c3ccc(Cl)cc3)n2/N=C/c2ccc(Cl)cc2)cc1	76	87	82	104	77	70	77	/	88
O=S(=O)(O)SCc1ccccc1	106	96	100	115	99	100	99	/	93
C/C(=N\NC(N)=O)c1ccc(Cl)c(-n2cccc2)c1	95	93	99	97	/	96	74	88	113
O=[N+]([O-])c1ccc(O)c(/C=N\Nc2ccc(S(=O)(=O)O)cc2)c1	110&106	96&104	105&110	92&76	94&95	94&122	107&95	93&104	121&118
O=C(O)C1=Nc2ccccc2/C1=C\c1sc(Nc2ccc(O)cc2)nc1O	102	98	106	/	103	103	88	90	94
O=NN(CCCl)C(=O)Nc1ccc(S(=O)(=O)c2ccc(NC(=O)N(CCCl)N=O)cc2)cc1	90	83	94	93	82	93	75	102	72
OCC1CCCCO1 (stereo not given)	95	97	106	96	108	105	91	103	113

Compound profiles, from the list above:
CN(Cc1cnc2nc(N)nc(N)c2n1)c1ccc(C(=O)NC(CCC(=O)O)C(=O)O)cc1Br (stereo not given) is listed as SNB-19 = 45; SF-539 = 6.9*; NCI-H23 = 31; A498 = 76; U251 = 43; SF-295 = 27; SNB-75 = 54; CAKI-1 = 19; SF-268 = 34
CC1C(C)N(C(=O)CCCl)c2ccccc2N1C(=O)CCCl (stereo not given) is listed as SNB-19 = 107; SF-539 = 100; NCI-H23 = 107; A498 = 102; U251 = 101; SF-295 = 118; SNB-75 = 90; CAKI-1 = 100; SF-268 = 110

Reprinted at random: five entries already listed, in no set order.
SMILES	SNB-19	SF-539	NCI-H23	A498	U251	SF-295	SNB-75	CAKI-1	SF-268
COc1cccc(-c2nn(-c3ccccc3)cc2-c2ccnc(N3CCN(C(=O)Nc4ccc(Cl)c(C(F)(F)F)c4)CC3)c2)c1	83	76	67	137	77	69	63	66	78
COc1cc(-c2nc(-c3ccccc3)[nH]c2-c2ccnc(NCCCNS(=O)(=O)c3ccccc3)n2)ccc1Cl	104	100	98	87	99	97	112	99	94
CCN(CC)c1ccc(C2=NN(C(C)=O)C(c3cc(OC)c(OC)c(OC)c3)C2)cc1 (stereo not given)	40	2.4*	23	-22*	19	7.7*	18	21	19
COc1ccc(N=Nc2c(N)nn3c(N)c(C#N)c(-c4ccc(Cl)cc4)nc23)cc1	82	90	84	121	95	47	110	72	91
Nc1cc(N)c2c(c1)C(=O)c1ccccc1-2	103	108	109	/	115	107	96	115	106
